Compound activity as filed in PubChem BioAssay.
CCHFV vOTU inh: CCHFV vOTU protease inhibitors, primary screen, biochemical, Pep-AMC substrate, fluorescence. Crimean-Congo hemorrhagic fever virus L polyprotein viral ovarian tumor (vOTU) protease …. AID 651958, 2012. 370,000 compounds, 0.55% hits. inhibition, % at 11.5 µM; in the data active = inhibition above about 30%; note: 0% = vehicle wells with enzyme and 100% = no enzyme wells
DUSP3 inh: VHR1 phosphatase inhibitors, primary screen, biochemical, absorbance, uHTS; AID 1654, 2009; 290,000 compounds, 0.52% hits; inhibition, % at 13.3 µM; Dual specificity protein phosphatase 3 (Homo sapiens), P51452; recombinant VHR phosphatase, pNPP absorbance; in the data active = inhibition above about 50%; note: some compounds called inactive have numbers as strong as hits
Target sequence (P51452 whole entry, looked up): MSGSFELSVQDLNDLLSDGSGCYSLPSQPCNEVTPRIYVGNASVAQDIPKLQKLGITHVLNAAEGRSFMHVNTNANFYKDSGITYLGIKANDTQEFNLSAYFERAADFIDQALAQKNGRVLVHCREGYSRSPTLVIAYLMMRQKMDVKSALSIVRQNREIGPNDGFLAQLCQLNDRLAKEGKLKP
BoNT-F LC inh: BoNT/F light chain protease inhibitors, primary screen, biochemical, flow cytometry, MLPCN library; inhibition, % at 10 µM; Multiplex microsphere protease cleavage assay; 360,000 compounds, 0.22% hits; Botulinum neurotoxin type F light chain protease (Clostridium botulinum); in the data active = inhibition above about 35%, passing the limit was not always enough; inconclusive = no clear call, values can overlap the other calls; note: plate controls were buffer without enzyme for full effect and enzyme alone for no effect
MazF activator: activators of E. coli MazEF toxin-antitoxin RNase, primary screen, biochemical, fluorescence, uHTS; Endoribonuclease toxin MazF (Escherichia coli (strain K12)), P0AE70; FAM/BHQ RNA-DNA oligo cleavage fluorescence, 5 h; activation, % at 20 µM; 350,000 compounds, 0.32% hits; AID 504720, 2011; in the data active = activation above about 50%
Target sequence (P0AE70 whole entry, looked up): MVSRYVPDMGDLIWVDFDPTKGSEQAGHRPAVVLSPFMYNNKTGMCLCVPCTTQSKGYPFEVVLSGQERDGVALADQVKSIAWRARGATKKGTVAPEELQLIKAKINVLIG
SSB-PriA inh: inhibitors of Klebsiella pneumoniae PriA binding to SSB C-terminal tail, primary screen, biochemical, AlphaScreen; AlphaScreen SSBct-PriA binding, biotinylated peptide; inhibition, % at 33 µM; 430,000 compounds, 0.6% hits; in the data active = inhibition mostly above about 37%, no sharp cut-off; inactive = mostly below about 20%;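 note: plate controls were negative control peptide for no effect and reference peptide for full effect; strong numbers were not always called active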
Rv3671c inh: Rv3671c serine protease inhibitors, primary screen, biochemical, fluorescence polarization, M. tuberculosis H37Rv | P9WHR9 | inhibition, % at 5.96 µM | 320,000 compounds, 0.048% hits; in the data active = inhibition above about 38%;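 note: extracellular domain of Rv3671c used as enzyme; 0% = enzyme with DMSO and 100% = no enzyme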
Target sequence (P9WHR9 whole entry, looked up, the tested form may be a part): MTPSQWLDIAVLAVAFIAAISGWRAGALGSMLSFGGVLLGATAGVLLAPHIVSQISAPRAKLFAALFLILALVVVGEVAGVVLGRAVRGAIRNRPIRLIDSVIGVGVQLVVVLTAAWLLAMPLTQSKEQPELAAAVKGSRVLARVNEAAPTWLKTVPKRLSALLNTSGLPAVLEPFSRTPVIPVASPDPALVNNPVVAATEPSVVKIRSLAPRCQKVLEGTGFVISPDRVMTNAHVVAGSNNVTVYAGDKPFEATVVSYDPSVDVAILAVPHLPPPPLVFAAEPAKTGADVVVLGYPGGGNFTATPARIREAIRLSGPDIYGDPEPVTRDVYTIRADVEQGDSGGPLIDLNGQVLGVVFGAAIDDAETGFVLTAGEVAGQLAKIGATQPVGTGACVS
PrPC surface inh: inhibitors of human cell surface prion protein PrPC, primary screen, cell-based, TR-FRET. 370,000 compounds, 0.43% hits. TR-FRET read-out. inhibition, % at 13.8 µM; in the data active = inhibition above about 24%; note: 0% = median of the test wells and 100% = reference compound wells
Anthrax LF prot: Bacillus anthracis LF protease inhibitors, primary screen, biochemical, multiplex microsphere, MLPCN library. Lethal factor (Bacillus anthracis), P15917. multiplex microsphere protease cleavage assay. inhibition, % at 10 µM. 360,000 compounds, 0.12% hits; note: plate controls were buffer without enzyme for full effect and enzyme alone for no effect
BoNT-A LC inh2: BoNT/A light chain protease inhibitors, primary screen, biochemical, flow cytometry, MLPCN library; Botulinum neurotoxin type A light chain protease (Clostridium botulinum A str. ATCC 3502); 360,000 compounds, 0.17% hits; inhibition, % at 10 µM; multiplex microsphere protease substrate cleavage; note: plate controls were buffer without enzyme for full effect and enzyme alone for no effect
3CLpro inhibitor: SARS-CoV 3CLpro protease inhibitors, primary screen, biochemical, quenched FRET; recombinant SARS-CoV 3CLpro, quenched FRET peptide cleavage; inhibition, % at 6 µM; 290,000 compounds, 0.14% hits; AID 1706, 2009; in the data active = inhibition above about 12%
Active calls of the source: *; ? = inconclusive; · = no result given; & = joins results of further samples. Cut-off read from the data, not from the text of the source, unless noted: active = inhibition above about 30%; inconclusive = no clear call, values can overlap the other calls; inactive = below that. Some of the compounds tested, so the mix of outcomes need not match the whole.

SMILES	CCHFV vOTU inh	DUSP3 inh	BoNT-F LC inh	MazF activator	SSB-PriA inh	Rv3671c inh	PrPC surface inh	Anthrax LF prot	BoNT-A LC inh2	3CLpro inhibitor
O=C(NCC1CCN(S(=O)(=O)c2ccccc2)CC1)Nc1ccccc1	-13	-7	?	6	2	-2	-2	-7	0.2	-3
COCCn1c(=NC(=O)CSCC(=O)Nc2cc(C)on2)sc2cc(C(=O)OC)ccc21	2	23	-3	3	-5	-9	-3	-1	-0.5	0
COc1cc(NC(=O)c2ccc(OC)c([N+](=O)[O-])c2)ccc1NC(=O)c1ccco1	5	-16	15	4	-5	-27	8	-12	-1.0	-6
Cc1nc2ccc(NC(=O)c3ccc(Cl)c([N+](=O)[O-])c3)cc2s1	-7	9	-4	-13	3	-4	2	0	0.2	1
COc1ccc(CN2CCCC(C(=O)Nc3cccc(-n4cccn4)c3)C2)cc1 (centres undefined)	-3	8	5	8	10	-10	-6	1	1.3	4
COc1ccc(C(=O)N/N=C(\C)CC(=O)Nc2ccccn2)cc1OC	15	-8	19	4	·	-3	2	4	-0.7	-5
CCCC(=O)C1=C(O)C(C(=O)OC)C(C)(C)CC1=Nc1ccncc1 (centres undefined)	4	10	-3	-3	0	7	-3	1	-0.1	1
CC1CN(C(=O)c2cc3cc(F)ccc3[nH]2)CC(C)O1 (centres undefined)	8	53*	14	1	-10	·	10	11	0.5	0
O=C(NCc1ccc(C(F)(F)F)cc1)C1CC(c2c(Cl)cccc2Cl)=NO1 (centres undefined)	4	30	-6	3	-24	-2	-15	-11	-0.4	-3
CC(C(=O)Nc1ccccc1C(=O)N1CCOCC1)N(c1ccccc1)S(C)(=O)=O (centres undefined)	2	4	-4	7	4	0	2	-1	-0.4	3
COc1ccc(S(=O)(=O)NNC(=O)c2csc(-n3nc(C)cc3C(F)(F)F)n2)cc1	18	18	?	-4	-8	1	4	0	0.6	3
Cc1cccc(N2CCN(C(=O)N3CCOCC3)CC2)c1C	0	-4	-2	0	-12	-9	-3	1	-0.4	6
O=C(/C=C/c1cn(CC(O)CN2CCCCC2)c2ccccc12)c1ccccc1 (centres undefined)	0	20	?	-16	22	·	-6	-3	5.4	0
COc1ccccc1C(=O)NNC(=O)c1cccc(Cl)c1	12	26	1	-7	1	-1	-8	-1	-0.2	4
CSc1nc2sc3c(c2c(=O)[nH]1)CCc1ccccc1-3	5	-12	-6	10	-8	-15	0	0	-1.6	-1
CCCN1Cc2cccc(C(N)=O)c2C1=O	5	15	-10	1	-10	4	9	-3	-0.6	-6
O=C(NCc1ccccn1)c1cn(CCc2ccccc2)nn1	8	25	2	1	-12	-3	0	4	0.1	4
S=c1[nH]nc(-c2ccco2)n1/N=C/c1ccc(Cl)cc1Cl	-1	7	2	0	·	13	6	3	1.0	0
C=CCNC(=S)NCC1COc2ccccc2O1 (centres undefined)	-2	-5	5	1	-14	-8	1	2	1.0	2
O=C(CSc1ncccn1)N1CCC(Cc2ccccc2)CC1	-1	-10	-6	6	-3&8	-12	14	-1	-0.9	0
COC(CNc1ccc([N+](=O)[O-])c(NCC(OC)OC)c1C#N)OC	-8	24	?	-4	-9	7	-20	15	-1.9	-1
Cc1cc(C)c(C)c(OCCN2CCOCC2)c1	1	0	?	2	0	3	0	3	?	-5
O=C(NCCc1ccccc1)[C@@H]1CC=C[C@@H]2CCN(Cc3ccc(Cl)c(Cl)c3)C(=O)[C@@H]21	3	·	1	-3	-4	-5	6	2	-0.2	·
CCCOc1ccc(C(=O)NCC(C)(C)N2CCOCC2)cc1	0	22	-9	0	-2	2	1	1	-0.3	1
Cn1cc([N+](=O)[O-])c(C(=O)N/N=C/c2ccccc2)n1	2	46	-9	-1	·	-5	-2	-2	-2.6	-1
COC(=O)C1=C(c2ccc(F)cc2OCc2ccccc2)C[C@@H]2CC[C@H]1N2C(=O)NCCOc1ccc(OC)cc1	12	·	-6	-1	-2	-7	0	-10	-0.4	·
O=C(CCn1c(=O)c2sccc2n(Cc2cc(=O)n3ccccc3n2)c1=O)NCc1ccco1	-8	22	1	-3	5	1	6	2	0.4	-1
O=C(O)c1ccc(OCC(O)Cn2c3ccccc3c3ccccc32)cc1 (centres undefined)	-3	25	-8	4	2	-17	1	4	-0.7	4
Cn1c(N)c(C(=O)COC(=O)c2cc(S(=O)(=O)NCc3ccccc3)ccc2O)c(=O)n(C)c1=O	6	·	·	8	4	·	-3	·	·	·
CCN1C[C@@H]2[C@@H]3C(=O)N(C)C(=O)[C@@H]3[C@](Cc3ccccc3)(C(=O)OC)N2C1=NC1CCCCC1	-14	·	5	-1	-9	·	-5	0	0.1	·
Cc1cc(C)nc(SCCC(=O)Nc2ccc(F)cc2)n1	8	14	0	-7	3	0	7	2	-0.1	2
O=C(CCc1ccc(O)cc1)N1C[C@H]2C[C@@H](C1)c1cccc(=O)n1C2	-7	17	1	-1	1	-2	5	2	-0.4	5
Cc1ccc(CNC2CCCCC2)s1	-2	11	-26	-1	4	-5	-2	1	1.0	0
NC(=O)C1CCN(c2nc(-c3ccccc3)nc3c2oc2ccccc23)CC1	-16	15	5	1	-10	·	-6	2	1.0	0
Cn1c(SC/C=C/c2ccccc2)nnc1-c1cnccn1	-10	2	0	1	-11	3	-4	1	0.6	-1
CN1C(=O)CSC1=NC12CC3CC(CC(C3)C1)C2	4	16	-14	14	-19	-7	5	0	-1.2	-4
COc1cc(S(=O)(=O)N2CCOCC2)cc(C(=O)OCC(=O)NC2CCCCC2)c1OC	-13	·	-9	3	-5	-4	5	5	-0.5	·
COC(=O)c1c(NC(=O)CN2CCN(c3ccccc3OC)CC2)c2c(C)cccc2n1C	2	0	·	·	·	·	-1	·	·	-3
N#CCCN(C(=O)COC(=O)c1cc2ccccc2oc1=O)c1ccccc1	2	·	3	-3	-2	-4	-7	-3	0.0	·
CC(=O)Nc1ccc(NC(=O)CSc2nc3ccccc3c(=O)n2CCCN2CCOCC2)cc1	-19	·	2	7	-5	-1	7	7	0.4	·
CC1=C(C(=O)OCc2ccc3c(c2)OCO3)C(c2ccccc2)NC(=O)N1 (centres undefined)	-12	-9	-3	-5	8	-5	9	-2	0.7	2
COCCNc1c(-c2ccc(O)cc2)nc2ccc(Cl)cn12	5	31	9	3	-8	-1	2	4	1.5	4
CCCCOc1ccc(-c2ncc([N+](=O)[O-])cn2)cc1	5	25	4	-5	-2	6	-6	-9	0.5	3
CCOC(=O)[C@@H](C)N(C(=O)OC(C)(C)C)S(=O)(=O)N(Cc1ccccc1)[C@H](C(=O)OC)C(C)C	12	·	-5	5	-14	·	4	-12	0.1	·
CCC(=O)N1c2ccccc2[C@@H](N(C(C)=O)c2ccccc2)C[C@H]1C	-4	13	5	-2	0	4	-4	0	0.1	4
COc1cccc(C(=O)NN2CCOCC2)c1	6	·	-7	4	-10	-10	1	-7	0.1	·
CC(=O)Nc1ccc2c(CSc3nnc(-c4cccnc4)n3-c3ccc(C)cc3C)cc(=O)oc2c1	-19	15	-5	0	-2	-5	-8	2	2.8	-1
O=C(O)c1cc(S(=O)(=O)NC(Cc2c[nH]c3ccccc23)C(=O)O)ccc1Cl (centres undefined)	0	-20	-16	-9	-7	-11	-2	-2	-3.1	3
CCOC(=O)N1CCC(N2Cc3cccc(C(=O)Nc4ccc(OC)c(OC)c4)c3C2=O)CC1	2	9	-7	2	-7	1	1	-3	-0.6	-3
COc1ccc(CCNC(=S)Nc2cccc(C)c2)cc1	·	10	29	1	4	-4	·	-1	1.1	3

Gathered by group: the entries above containing a cyano group.
SMILES	CCHFV vOTU inh	DUSP3 inh	BoNT-F LC inh	MazF activator	SSB-PriA inh	Rv3671c inh	PrPC surface inh	Anthrax LF prot	BoNT-A LC inh2	3CLpro inhibitor
COC(CNc1ccc([N+](=O)[O-])c(NCC(OC)OC)c1C#N)OC	-8	24	?	-4	-9	7	-20	15	-1.9	-1
N#CCCN(C(=O)COC(=O)c1cc2ccccc2oc1=O)c1ccccc1	2	·	3	-3	-2	-4	-7	-3	0.0	·

Results in 3CLpro inhibitor, SSB-PriA inh and CCHFV vOTU inh, for some of the entries so far:
compound,3CLpro inhibitor,SSB-PriA inh,CCHFV vOTU inh
CC1=C(C(=O)OCc2ccc3c(c2)OCO3)C(c2ccccc2)NC(=O)N1 (centres undefined),2,8,-12
COCCNc1c(-c2ccc(O)cc2)nc2ccc(Cl)cn12,4,-8,5

The list goes on.
SMILES	CCHFV vOTU inh	DUSP3 inh	BoNT-F LC inh	MazF activator	SSB-PriA inh	Rv3671c inh	PrPC surface inh	Anthrax LF prot	BoNT-A LC inh2	3CLpro inhibitor
CNc1c(NS(=O)(=O)c2ccc(OC)c(Cl)c2)c(=O)oc2ccccc12	10	-2	-5	1	-7	-4	3	-4	-1.8	1
C=CCn1c(=O)c(C(=O)NCCNCC)c(O)c2ccccc21	-9	22	8	-3	4	0	1	4	0.5	3
CCC(C)[C@H](NC(=O)N1CCCC1)C(=O)O (some centres undefined)	5	36	2	5	-9	0	-4	3	1.2	-6
COc1ccc2cc(CCC(C)=O)ccc2c1	-4	16	7	6	-30	4	1	-17	1.0	1
COc1ccccc1-n1nnnc1SCC(=O)Nc1ccccn1	-3	20	5	4	-6	0	5	-10	4.4	3
CC(=O)Nc1ccc(Nc2ccc3nonc3c2[N+](=O)[O-])cc1	12	3	-1	-11	-17	-5	-74	-3	0.3	-2
COc1cc2c(cc1OC)CN(C(=O)CCCN1C(=O)c3ccccc3C1=O)CC2	0	7	-2	1	-1	-3	-3	-2	?	-2
COc1cc(OC)cc(C(=O)NCCSCc2ccc(Cl)cc2)c1	4	1	?	-6	-14	-15	13	-2	1.0	-6
O=C(Nc1cccc(-n2cnnn2)c1)c1cccc(Cl)c1	4	15	1	10	0	-7	-2	-1	-1.0	-3
COc1ccc(N2CCN(C(=O)Cn3c(=O)[nH]c4ccccc4c3=O)CC2)cc1	-16	30	·	·	·	-6	-3	·	·	1
CCOC(=O)c1c(NC(=O)CSc2n[nH]c(CNc3ccccc3)n2)sc(C)c1C	19	0	-2	17	9	-9	3	6	0.7	-4
COc1cc(-c2noc(-c3ccccc3C(=O)NCc3ccco3)n2)cc(OC)c1OC	-4	-9	11	0	-5	-4	3	-5	0.1	-3
Cc1ccc(N2C(=O)c3ccc(C(=O)O)cc3C2=O)c(C)c1	-1	2	-4	4	1	-8	1	-2	0.1	2
COC(C/C=C/C(=O)COCc1ccccc1)OC	-1	4	-11	7	-5	·	0	2	0.1	·
CCCCN(C)CCNC(=O)CCn1nc(-c2ccc(Cl)cc2)ccc1=O	-4	1	10	0	-2	-1	-3	-15	0.4	-2
Cc1ccsc1C(=O)N1CCC1(C)C(=O)NCc1cccc2ccccc12 (centres undefined)	4	·	3	·	·	·	5	-1	-0.3	·
COc1ccc(N2C(=O)CSC2c2cccc(F)c2)cc1 (centres undefined)	3	1	-7	1	2	1	0	-2	0.2	2
C[C@H](CO)N1C[C@H](C)[C@@H](CN(C)C(=O)Nc2ccc(C(F)(F)F)cc2)Oc2c(NS(=O)(=O)c3cn(C)cn3)cccc2C1=O	6	·	-1	3	3	11	7	-6	1.0	·
CCOC(=O)[C@H]1[C@H]2COc3ccc(OC)cc3[C@@H]2N2C(=O)[C@H](C)NC(=O)[C@@]12C	-1	·	-2	7	10	2	1	0	0.5	·
Cc1ccc(C(=O)Nc2ccc(S(=O)(=O)N3CCCC3)cc2)cc1	2	-17	16	-27	-1	-12	2	-5	3.1	4
